M. tuberculosis – growth inhibition of non-replicating M. tuberculosis (AID 488890) | Mycobacterium tuberculosis non-replicating, growth inhibition; higher % means a stronger effect | inhibition, % at 25 µM, or IC50 in µM where a hit was titrated | 320,000 tested, 0.39% active; in the data active = a potency from the dose series; inconclusive = inhibition mostly from about 82% at the one dose, without a potency; inactive = the rest, 99 in 100 with inhibition below about 76%;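 also: plate controls were DMSO cells for no effect and high antibiotic wells for full effect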
VEEV TC-83 Vero – inhibitors of VEEV TC-83 cytopathic effect, confirmation, Vero cells (AID 588727) | 350,000 tested, 0.13% active | Vero cells, VEEV TC-83 cytopathic effect inhibition; higher % means a stronger effect | one-dose inhibition, % at 20 µM; IC50 in µM for titrated hits; in the data active = a potency from the dose series; inconclusive = inhibition mostly from about 14% at the one dose, without a potency; inactive = the rest, 99 in 100 with inhibition below about 12%; also: strong numbers were not always called active
H1N1 NS1A inhibition – NS1A inhibition, H1N1 influenza, cell based functional assay (AID 504329). 340,000 tested, 0.3% active. NS1A functional cell-based assay, percent inhibition; higher % means a stronger effect. inhibition, % at 12.5 µM, or IC50 in µM where a hit was titrated; in the data active = a potency from the dose series; inconclusive = inhibition above about 27% without an active follow-up result; also: strong numbers were not always called active
H37Rv inhibition – M. tuberculosis growth inhibition, HTS (AID 449762). M. tuberculosis H37Rv growth inhibition, 7H9 media; higher % means a stronger effect. 330,000 tested, 0.59% active. one-dose inhibition, % at 25 µM; IC50 in µM for titrated hits; in the data active = a potency from the dose series; inconclusive = inhibition above about 70% without an active follow-up result;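 also: bacterial growth assessed after seven days of incubation; strong numbers were not always called active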
Salmonella PhoP GFP – PhoP regulon inhibitors, Salmonella typhi PhoP promoter GFP reporter, confirmatory (AID 1850); Salmonella Typhi PhoP-promoter GFP reporter, fluorescence, 4 h; higher % means a stronger effect; inhibition, % at 50 µM, or IC50 in µM where a hit was titrated; 310,000 tested, 0.33% active; in the data active = a potency from the dose series; inconclusive = inhibition mostly from about 25% at the one dose, without a potency; inactive = the rest, 99 in 100 with inhibition below about 19%;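 also: 0% = induced wells with vehicle and 100% = uninduced wells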
VEEV TC-83 Vero 10K pilot screen – also measured in VEEV TC-83 Vero; calls as there; inhibition, %; measured here: 10K pilot screen inhibition
* hit, by the source's call; i = inactive; ? = inconclusive; / = no result given.

SMILES | M. tuberculosis | VEEV TC-83 Vero | H1N1 NS1A inhibition | H37Rv inhibition | Salmonella PhoP GFP | others
Cn1c(C(=O)NCCc2ccccc2)cc(=O)n(C)c1=O | -6.5% | i | 9.2% | -0.3% | 1.8%
COc1cccc(NC(=S)N(CCC(C)C)C(C)c2ccncc2)c1 (stereo not drawn) | -8.2% | 1.6% | -28.1% | 4.0% | -2.8%
CCCCCN(C(=O)CCC(=O)OCC(=O)NCc1ccc(OC)cc1)c1c(N)n(CCCC)c(=O)[nH]c1=O | 6.4% | 8.2% | -6.9% | -12.0% | -4.4%
O=C(CSCc1ccccc1F)NCc1ccccc1 | 9.7% | 0.1% | -5.0% | -0.6% | 0.6%
O=c1cc[nH]c2c1ccc1c(=O)cc[nH]c12 | -15.7% | 1.7% | 19.3% | -0.2% | 4.4%
COCc1ccc(CN2CCc3c([nH]c4ccccc34)C2C(C)(C)C)o1 (stereo not drawn) | 18.3% | 1.7% | -1.6% | 4.3% | 4.8%
O=c1[nH]c(CSc2ncnc3sccc23)nc2cc(C(F)(F)F)ccc12 | 5.1% | 0.4% | -7.1% | 3.7% | 3.8%
CC1CCCCC1NC(=O)C1CCN(c2c3c(nc4ncnn24)CCC3)CC1 (stereo not drawn) | -8.9% | 0.9% | 12.4% | 3.7% | 11.1%
CCOc1ncccc1C(=O)Nc1ccc(S(=O)(=O)Nc2cc(C)nc(C)n2)cc1 | -3.6% | 2.7% | -11.6% | -2.5% | /
C=CCn1c(=S)[nH]c2cc(C(=O)Nc3ccc(F)cc3)ccc2c1=O | 6.5% | i | -7.6% | -6.4% | 1.6%
Nc1nsc2ccccc12 | 46.3% | ? | -11.2% | 63.5% | -3.4%
COC(=O)CSc1cc([N+](=O)[O-])cc2c1c(C1OCCO1)nn2-c1ccccc1 | -15.5% | i | 3.2% | -2.0% | -18.4%
CC(NC(=O)NC(=O)c1cccc(Cl)c1)c1ccccc1 (stereo not drawn) | 5.5% | 5.5% | 10.2% | -1.2% | -6.5%
COc1ccc(C(=O)NNC(=O)C(=O)/C=C(\O)c2ccc(C)cc2)cc1 | 60.9% | 0.4% | 1.2% | 0.6% | 5.4%
O=C(O)c1ccccc1-c1ccccc1C(=O)Nc1cccc(O)c1 | 48.1% | i | -2.7% | 61.0% | -0.8%
COc1ccc2c(=O)c(-c3nc(C)cs3)coc2c1 | 40.5% | 6.7% | -3.4% | -10.9% | -2.6%
Cc1nn(C)c(Cl)c1S(=O)(=O)N1CCC(CO)(CCc2ccccc2)CC1 | -23.9% | 2.7% | -3.9% | -2.7% | 0.0%
O=c1c2c3c(sc2n2c(=S)[nH]nc2n1-c1ccccc1)CCC3 | -18.1% | 0.2% | / | -11.9% | 0.7%
CSc1nc(C)cc(-n2cc(F)c(=O)[nH]c2=O)n1 | 0.9% | i | 5.8% | -0.4% | -9.5%
COc1ccc(Nc2nc(NN)nc(C)c2[N+](=O)[O-])cc1 | 5.1% | 8.5% | 4.2% | 0.2% | -0.8%
CC1CCC(NC(=O)CN2C(=O)COc3ccc(S(=O)(=O)N4CCCC4)cc32)CC1 (stereo not drawn) | 0.1% | / | / | -4.3% | -5.1%
COc1ccc(OC)c(CN2CCCC(CO)C2)c1 (stereo not drawn) | 8.1% | 0.8% | 3.3% | -2.3% | -11.4%
CCc1cccc2c(SCC(=O)NCC3CCCO3)nc(-c3ccc(F)cc3)nc12 (stereo not drawn) | -5.3% | 0.3% | -3.8% | -1.3% | -11.9%
Cc1ccc[n+](CC(=O)Nc2cc(C(F)(F)F)ccc2Cl)c1 | -7.7% | i | -4.0% | 9.3% | -5.9%
Cc1ccc(SCc2c(C(=O)N/N=C/c3ccccc3)nnn2-c2nonc2N)cc1 | -3.9% | 6.3% | 12.8% | 5.5% | 13.1%
COc1ccc(NC(=O)CSc2nnnn2C)cc1S(=O)(=O)N1CCCCC1 | -2.3% | i | 9.5% | 2.1% | /
COc1ccc(S(=O)(=O)N(C)c2ccc(C(=O)N3CCN(c4ccccc4)CC3)cc2)cc1OC | 33.1% | 7.4% | -0.6% | 8.2% | -2.8%
CCN1CCN(CCNC(=O)c2cc(Cl)c(NC(=O)C3=C(C)OCCS3)cc2OC)CC1 | 26.4% | 2.5% | 0.1% | 1.6% | -2.3%
C/C(=N\NS(C)(=O)=O)c1ccc(C)cc1 | 15.8% | 1.0% | -0.8% | -9.0% | -5.5%
COc1ccc(N=C2NC(=O)/C(=C\c3ccco3)S2)cc1 | 37.0% | 1.0% | 0.4% | -1.1% | -0.1%
Cc1cc(NC(=O)NC(=O)c2ccccc2NC(=O)C(C)N)ccc1Oc1ncc(Br)cn1 (stereo not drawn) | / | 9.0% | -24.5% | / | /
CCC1CCc2sc(C(=O)N3CCCN(C)CC3)cc2C1 (stereo not drawn) | 3.9% | i | -4.7% | -11.4% | -9.3%
CC(=O)Nc1ccc(NC(=O)C(C)OC(=O)c2ccc(-n3cnnn3)cc2)cc1 (stereo not drawn) | -8.6% | 3.1% | 10.1% | 1.6% | 4.1%
Cc1ccc(CN2CCN(CCCc3ccccc3)CC2CCO)cc1 (stereo not drawn) | 19.3% | 0.5% | 13.6% | 3.7% | 11.4%
COC(=O)c1ccc(COc2ccccc2/C=N/Nc2cccc(C(=O)O)c2)cc1 | / | 11.5% | -5.4% | / | /
Cc1ccc(S(=O)(=O)N2CCCCC2)cc1NC(=O)Cn1ccc(C(F)(F)F)n1 | 3.8% | 1.1% | 7.8% | 0.5% | 9.1%
Cc1cc(C)nc(SCc2nc3ccccc3n2C)n1 | 20.2% | 0.6% | 1.7% | 0.2% | 8.9%
CC(=O)c1ccc(OCC(O)CNCc2ccc3c(c2)OCO3)cc1 (stereo not drawn) | 0.9% | 0.9% | 3.4% | -1.2% | -6.4%
COc1cc(/C=C(\C#N)c2nc3ccc(C)cc3[nH]2)c([N+](=O)[O-])cc1OC | 48.0% | 12.5% | 28.6% | 15.9% | 14.0%
Cc1cc(=O)[nH]c2c1c(C)nn2-c1ccccc1 | -4.7% | 1.3% | 15.1% | -11.1% | -6.6%

Sorted by formula weight (highest first): some entries from above.
SMILES | M. tuberculosis | VEEV TC-83 Vero | H1N1 NS1A inhibition | H37Rv inhibition | Salmonella PhoP GFP | others
Cc1cc(NC(=O)NC(=O)c2ccccc2NC(=O)C(C)N)ccc1Oc1ncc(Br)cn1 (stereo not drawn) | / | 9.0% | -24.5% | / | /
COc1ccc(S(=O)(=O)N(C)c2ccc(C(=O)N3CCN(c4ccccc4)CC3)cc2)cc1OC | 33.1% | 7.4% | -0.6% | 8.2% | -2.8%
CCN1CCN(CCNC(=O)c2cc(Cl)c(NC(=O)C3=C(C)OCCS3)cc2OC)CC1 | 26.4% | 2.5% | 0.1% | 1.6% | -2.3%
Cc1ccc(S(=O)(=O)N2CCCCC2)cc1NC(=O)Cn1ccc(C(F)(F)F)n1 | 3.8% | 1.1% | 7.8% | 0.5% | 9.1%
CCc1cccc2c(SCC(=O)NCC3CCCO3)nc(-c3ccc(F)cc3)nc12 (stereo not drawn) | -5.3% | 0.3% | -3.8% | -1.3% | -11.9%
COc1cc(/C=C(\C#N)c2nc3ccc(C)cc3[nH]2)c([N+](=O)[O-])cc1OC | 48.0% | 12.5% | 28.6% | 15.9% | 14.0%
Cc1ccc(CN2CCN(CCCc3ccccc3)CC2CCO)cc1 (stereo not drawn) | 19.3% | 0.5% | 13.6% | 3.7% | 11.4%
CC(=O)c1ccc(OCC(O)CNCc2ccc3c(c2)OCO3)cc1 (stereo not drawn) | 0.9% | 0.9% | 3.4% | -1.2% | -6.4%
Cc1ccc[n+](CC(=O)Nc2cc(C(F)(F)F)ccc2Cl)c1 | -7.7% | i | -4.0% | 9.3% | -5.9%
COc1ccc(N=C2NC(=O)/C(=C\c3ccco3)S2)cc1 | 37.0% | 1.0% | 0.4% | -1.1% | -0.1%
Cc1cc(C)nc(SCc2nc3ccccc3n2C)n1 | 20.2% | 0.6% | 1.7% | 0.2% | 8.9%
Cc1cc(=O)[nH]c2c1c(C)nn2-c1ccccc1 | -4.7% | 1.3% | 15.1% | -11.1% | -6.6%
C/C(=N\NS(C)(=O)=O)c1ccc(C)cc1 | 15.8% | 1.0% | -0.8% | -9.0% | -5.5%

Next section.
SMILES | M. tuberculosis | VEEV TC-83 Vero | H1N1 NS1A inhibition | H37Rv inhibition | Salmonella PhoP GFP | others
COCCNc1nc2nonc2nc1N(C)Cc1cccc2cnccc12 | -6.7% | 1.5% | 1.3% | -7.1% | -5.0%
CCOc1ccccc1/C=C/c1onc(C)c1S(=O)(=O)N1CCC(C(=O)NC(C)C)CC1 | 3.0% | 1.4% | -9.4% | 5.0% | 4.6%
C=CCn1c(=NC(=O)c2cc(-c3cccs3)nc3ccccc23)sc2cc(S(N)(=O)=O)ccc21 | 8.3% | 5.0% | -1.0% | -0.4% | -6.1%
CCCCNC(=O)COC(=O)c1ccc(NS(=O)(=O)c2ccc3c(c2)OCCO3)cc1 | 15.3% | 0.3% | 2.8% | 13.0% | 3.4%
CCOC(=O)C(C)(C)Oc1ccc(Cl)cc1 | 3.2% | i | -9.7% | -0.4% | -11.6%
COc1ccc(F)cc1-c1nc(N)nc(N)n1 | -15.5% | 1.7% | 0.8% | 2.3% | /
Cn1c(=O)oc2cc(S(=O)(=O)CCC(=O)N3CCN(c4ccccc4)CC3)ccc21 | -1.7% | 2.1% | -8.0% | -3.6% | -10.5%
CSc1ccccc1C(=O)Nc1cc([N+](=O)[O-])ccc1C | 2.5% | 0.4% | 0.1% | 0.9% | 4.1%
C=CCNC(=S)NNc1ncnc2sc3c(c12)CC(C)(C)OC3 | -13.7% | 0.3% | -0.8% | -2.1% | -3.9%
Cc1c(C(=O)N2CCN(C3CCS(=O)(=O)C3)CC2)oc2ccc(Cl)cc12 (stereo not drawn) | / | 13.3% | -3.8% | / | /
O=C(/C=C/c1c(F)cccc1Cl)Nc1nc2ccccc2[nH]1 | -12.4% | 0.3% | -11.8% | 4.1% | -0.5%
CN(CC(=O)NC1CC(C)(C)NC(C)(C)C1)S(=O)(=O)c1ccc(Br)cc1 | -20.4% | 0.3% | -3.4% | -7.3% | -9.4%
CCCc1c(C(=O)N/N=C/c2c(OC)ccc3ccccc23)nnn1-c1nonc1N | 8.7% | 8.3% | -3.1% | 13.0% | -11.8%
Cc1[nH]c2ccccc2c1C(=O)C(=O)NCCc1ccc(S(N)(=O)=O)cc1 | -6.4% | i | 10.8% | -0.7% | 10.1% | VEEV TC-83 Vero 10K pilot screen=1.8
Cc1cccc(NCc2nc(SCC(N)=O)n[nH]2)c1 | -2.0% | 1.0% | -3.0% | -15.8% | -9.5%
C=CCNC(=O)c1c(Cl)nc(C)c([N+](=O)[O-])c1C | 13.7% | 0.6% | -7.9% | -5.9% | -4.3%
CCN(CC(=O)Nc1c(F)cccc1F)C(=O)c1ccc2c(c1)NC(=O)C(C)S2 (stereo not drawn) | 2.3% | 9.3% | -3.6% | 0.1% | -0.3%
CCCn1c(=O)c(C(=O)Nc2ccccc2)c(O)c2ccccc21 | 45.0% | 2.6% | -2.8% | 4.1% | -4.8%
COc1ccc(/C=C/C(=O)NCc2cccnc2)cc1 | -4.9% | 2.6% | -2.8% | -12.7% | -6.3%
O=C(O)CCCCCn1c(SCC(=O)N2CCCC2)nc2ccsc2c1=O | 4.3% | i | -7.1% | -3.7% | -7.4%
CC(=O)Nc1ccc(N/C=C/C(=O)c2ccco2)cc1 | 15.7% | 2.4% | 16.7% | -3.5% | 1.7%
CCC(C(=O)Oc1c(C(C)C)cccc1C(C)C)c1ccccc1 (stereo not drawn) | -14.4% | i | -2.4% | -2.4% | /
COC(=O)C1CCN(C(=O)COC(=O)c2cc(-c3cccs3)nn2-c2ccccc2)CC1 | 63.3% | 1.9% | -4.8% | 68.6% | 10.0%
NC(=O)CNC(=O)[C@@H]1CC2(CC(c3ccc(Cl)cc3)=NO2)CN1C(=O)c1ccccc1 (stereo partly drawn) | -13.6% | 1.1% | -15.6% | 3.1% | -6.0%
CSc1nnnn1-c1ccc(Cl)cc1 | 11.7% | 0.2% | -0.2% | 14.3% | 12.6%
CC(C)(C)NC(=O)NC(=O)CSc1ncc(C(F)(F)F)cc1Cl | 20.3% | i | 18.5% | 1.5% | 6.5%
Cn1c(=O)c2c(nc(CN3CCN(C(=O)c4ccco4)CC3)n2CCCc2ccccc2)n(C)c1=O | 18.1% | 5.3% | 24.4% | -0.3% | -1.4%

Compound activity as filed in PubChem.
